USP1-UAF1 inh: inhibitors of human USP1/UAF1 deubiquitinase | Potency, µM (titrated, usually from 57.1 µM), for the others: at the top dose activity change, negative = inhibition, actives largely listed as inhibitors | AID 743255 | O94782 | recombinant USP1/UAF1, Ub-Rhodamine cleavage fluorescence | 0.23% of 390,000 active; also: potency is read from the fitted curve at half-maximal effect; % is scaled to controls: 0 for no effect and ±100 for the full control effect; nearly all actives have a fitted effect of over 60% in size; inactives centre near -12
Target sequence (O94782 whole entry, looked up): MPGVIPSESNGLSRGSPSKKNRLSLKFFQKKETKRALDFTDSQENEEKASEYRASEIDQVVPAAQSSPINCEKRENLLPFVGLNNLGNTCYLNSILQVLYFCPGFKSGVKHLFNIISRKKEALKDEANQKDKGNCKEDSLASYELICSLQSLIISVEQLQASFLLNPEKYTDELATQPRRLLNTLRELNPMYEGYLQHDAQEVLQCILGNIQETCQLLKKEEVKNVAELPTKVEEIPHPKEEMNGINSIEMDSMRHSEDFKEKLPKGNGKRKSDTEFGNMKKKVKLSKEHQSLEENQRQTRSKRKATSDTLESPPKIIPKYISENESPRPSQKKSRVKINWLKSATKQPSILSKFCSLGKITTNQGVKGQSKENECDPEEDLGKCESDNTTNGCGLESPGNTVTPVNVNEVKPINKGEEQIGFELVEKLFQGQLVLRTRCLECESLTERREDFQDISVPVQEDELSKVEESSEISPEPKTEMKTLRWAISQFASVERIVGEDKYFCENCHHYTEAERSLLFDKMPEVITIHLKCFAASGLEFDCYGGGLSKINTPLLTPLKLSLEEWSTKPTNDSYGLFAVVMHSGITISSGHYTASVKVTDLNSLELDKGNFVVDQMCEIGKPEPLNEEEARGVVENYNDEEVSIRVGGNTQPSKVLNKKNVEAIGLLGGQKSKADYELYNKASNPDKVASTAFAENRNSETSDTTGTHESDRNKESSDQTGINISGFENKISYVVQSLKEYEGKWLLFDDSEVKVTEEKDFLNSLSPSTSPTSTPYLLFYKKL
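USP1/UAF1 complex (1 nM) preincubated 15 min at room temperature with compound, then Ub-Rho substrate (150 nM final) added. Kinetic fluorescence at 480/540 nm over 6 reads at 60 s intervals; 50 mM HEPES pH 7.8, 0.5 mM EDTA, 0.1 mg/ml BSA, 1 mM TCEP, 0.01% Tween-20.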
TrxR1 substrate: substrates of rat thioredoxin reductase 1 | Potency, µM (titrated, usually from 114 µM), for the others: at the top dose activity change, negative = substrate turnover | 0.01% of 390,000 active | purified TrxR1 substrate turnover, NADPH consumption readout | O89049; also: potency is read from the fitted curve at half-maximal effect; % is scaled to controls: 0 for no effect and ±100 for the full control effect; nearly all actives have a fitted effect of over 50% in size
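Rat TrxR1, dispensed at 90 nM, was prereduced with 400 uM NADPH (final) for 5 min at ~22 deg C, then incubated with compound 15 min before 400 uM selenite. A first-read NADPH fluorescence drop versus no-compound background flagged substrates.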
D2 ag: D2 dopamine receptor (human) agonism; P14416; 0.53% of 340,000 active; activation, % at 2 µM; HEK293 T-REx D2 cells, calcium flux agonist mode;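 active = activation over 3 SD above normal in the single-dose calcium agonist read, cut at about 30% in these data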; also: 0% is about no effect
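Tetracycline-induced HEK293 T-REx cells with force-coupled D2 receptor, plated overnight at 30 C, loaded with no-wash calcium dye. After a 10 s baseline, compound was pin-added and calcium flux read kinetically for 180 s; calcium rises flagged agonists.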
IDH1 R132H inh: human IDH1 R132H inhibition; O75874; IDH1-R132H enzyme, NADPH consumption, diaphorase/resazurin fluorescence; Potency, µM (top dose mostly 76.6 µM), for the others: at the highest dose activity change, negative = inhibition, hits mostly inhibitors; 0.093% of 390,000 active; AID 602179; also: potency is read from the fitted curve at half-maximal effect; % is scaled to controls: 0 for no effect and ±100 for the full control effect; nearly all actives have a fitted effect of over 65% in size
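IDH1-R132H (0.5 ug/mL) preincubated 30 min with compound, then NADPH (0.016 mM) and alpha-KG (2 mM) added; 80 min at RT, pH 7.5. Remaining NADPH coupled via diaphorase/resazurin to fluorescence (540/590 nm); concentration-response curves normalized to no-enzyme control.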
TRHR enhancer: allosterically enhances the human TRH receptor. P34981. TRHR cells, fluo-8 calcium fluorescence, EC20 TRH enhancement. enhancement, % at 2 µM. 0.66% of 360,000 active; in the data active = enhancement above about 30%; also: 0% is about no effect
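TRHR-expressing cells loaded with fluo-8 calcium dye were read kinetically (ex 480/em 530) during compound addition, then stimulated with an EC20 of TRH (10 nM final). Enhancement of the Gq-mediated intracellular calcium response was scored.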
TRHR ag: agonists of human TRH receptor. P34981. activation, % at 2 µM. 0.18% of 360,000 active. TRHR cells, calcium flux fluo-8, FDSS agonist mode; in the data active = activation above about 30%; also: 0% is about no effect
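Steps: seed TRHR cells overnight; add fluo-8 no-wash Ca dye, RT 30 min–1.5 h; record 10 s baseline; pin-transfer compounds; monitor fluorescence 1 cycle/s for the agonist window. Calcium increases flag candidate agonists.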
D2 antag: D2 dopamine receptor (human) antagonism; P14416; HEK293 TREx D2 cells, calcium flux, dopamine EC80; inhibition, % at 10 µM; 2% of 340,000 active; in the data active = inhibition above about 30%; also: 0% is about no effect
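Calcium flux kinetic readout in an inducible HEK293 TREx D2 line plated overnight at 30 C. After 180 s compound exposure, an EC80 dopamine challenge follows with another 180 s kinetic read to detect antagonism.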
rTrxR1 inhibitor: blocks rat thioredoxin reductase 1 | O89049 | recombinant rTrxR1, NADPH fluorescence consumption, selenite substrate | Potency, µM (series often up to 114 µM), without a hit: at the highest dose activity change, negative = inhibition, actives largely listed as inhibitors | 1% of 390,000 active; also: potency is read from the fitted curve at half-maximal effect; % is scaled to controls: 0 for no effect and ±100 for the full control effect; nearly all actives have a fitted effect of over 65% in size
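Rat TrxR1 (90 nM in the dispensed reagent) was pre-reduced with 400 uM NADPH for 5 min at room temperature, then incubated with compound for 15 min. After 400 uM selenite was added, NADPH fluorescence (Ex 340/Em 450 nm) was followed for 8 min.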
Pin1 inh: blocks the human prolyl isomerase Pin1 | Q13526 | Pin1 FP peptide displacement, HiFluor488, 10 min | Potency, µM (top dose mostly 115 µM), for inactives: top-dose activity, negative = inhibition, usual class: inhibitors | AID 504891 | 0.009% of 390,000 active; active = well fitted inhibition curve with a large enough effect in the polarisation, with a control signal flat, not every such curve was filed as active; inconclusive = small, poorly fitted or top-dose-only effect, or effect the other way, or a change in a side signal; inactive = no such curve, though single readings can be large or run the other way; the % refers to the polarisation; also: potency is read from the fitted curve at half-maximal effect; % is scaled to controls: 0 for no effect and ±100 for the full control effect
Target sequence (Q13526 whole entry, looked up): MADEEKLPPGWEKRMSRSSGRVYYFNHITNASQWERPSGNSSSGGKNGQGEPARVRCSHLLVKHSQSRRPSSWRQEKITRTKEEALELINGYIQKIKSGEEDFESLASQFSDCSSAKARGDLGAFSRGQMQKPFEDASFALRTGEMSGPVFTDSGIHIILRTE
Starred values were filed as active, the others as inactive; ? = inconclusive; nt = no result given; [ ] = remark or other dose. Unless noted, calls follow the shape of the dose curve; as a rule, active = well fitted inhibition curve with a large enough effect; inconclusive = small, poorly fitted or top-dose-only effect; inactive = no such curve, though single readings can be large or run the other way. Some of the compounds tested, so the mix of outcomes need not match the whole.

SMILES	USP1-UAF1 inh	TrxR1 substrate	D2 ag	IDH1 R132H inh	TRHR enhancer	TRHR ag	D2 antag	rTrxR1 inhibitor	Pin1 inh
COc1cccc(NS(=O)(=O)c2cc3c(cc2C)N(C(C)=O)CCO3)c1	-9.4%	2.5%[57.1 µM]	0.6	5.0%	6.9	0.4	-6.5	18.6%[57.1 µM]	-2.7%
CCN1C(=O)c2ccccc2Sc2ccc(NC(=O)Cc3ccc(OC)cc3)cc21	-7.5%	-6.6%[57.1 µM]	0.9	-1.6%	-3.8	0.7	nt	-1.5%[57.1 µM]	12.8%
COc1ccc(-c2noc(CCC(=O)N3CCN(c4ccccc4Br)CC3)n2)cc1	-15.5%	-4.2%	nt	-10.1%	nt	nt	nt	18.3%	5.4%
COc1ccccc1NC(=O)c1ccccc1Nc1ccccc1	-18.3%	5.5%[57.1 µM]	-0.6	1.7%	-2.2	0.1	9.1	14.5%[57.1 µM]	12.6%
CCCCc1nc2sc3c(=O)[nH]cnc3c2c2c1CCCC2	-19.8%	-1.0%	1.1	3.0%	3.8	0.7	-11.4	13.7%	8.0%
CCc1c(C(=O)N/N=C/c2ccco2)nnn1-c1nonc1N	-6.5%	-4.6%	1.1	-3.5%	-0.3	0.8	-1.1	-0.2%	-2.6%
CC(=O)N1c2ccc(S(=O)(=O)N3CCC(C(=O)NC4CCCCC4)CC3)cc2CC1C (stereo not given)	-17.8%	-4.8%	0.2	0.0%	5.5	-0.4	4.5	5.1%	-5.4%
CC(=O)c1c(C)[nH]c(C(=O)NCc2ccc(C)cc2)c1C	-13.8%	-5.1%	0.5	3.2%	0.3	-0.1	-5.1	9.0%[57.1 µM]	3.5%
CCOC(=O)N1CCC(NC(=O)CN(c2ccc(C(C)C)cc2)S(=O)(=O)c2c(C)nn(C)c2C)CC1	-10.0%	3.6%	-1.2	-4.5%	5.4	-0.7	2.0	9.1%	-2.2%
COc1cc(NC(=O)Cn2cnc3sc(C)c(S(=O)(=O)N4CCOCC4)c3c2=O)cc(OC)c1OC	?	10.5%	-2.5	11.3%	14.6	-0.5	-21.9	32.1%	0.1%
CCOc1ccc(N2C(=O)/C(=C/c3ccccc3)N=C2SC)cc1	-14.7%	-3.6%	-0.2	2.1%	-1.3	0.6	-6.8	7.2%	5.6%
CCCC(=O)Nc1ccc(C2C(=O)c3ccccc3C2=O)cc1	-9.5%	1.3%[57.1 µM]	1.5	3.9%	3.2	-0.2	-8.4	4.0%[57.1 µM]	0.7%

Fetched one by one from the entries so far, two records:
SMILES	USP1-UAF1 inh	TrxR1 substrate	D2 ag	IDH1 R132H inh	TRHR enhancer	TRHR ag	D2 antag	rTrxR1 inhibitor	Pin1 inh
COc1cccc(NS(=O)(=O)c2cc3c(cc2C)N(C(C)=O)CCO3)c1	-9.4%	2.5%[57.1 µM]	0.6	5.0%	6.9	0.4	-6.5	18.6%[57.1 µM]	-2.7%
COc1cc(NC(=O)Cn2cnc3sc(C)c(S(=O)(=O)N4CCOCC4)c3c2=O)cc(OC)c1OC	?	10.5%	-2.5	11.3%	14.6	-0.5	-21.9	32.1%	0.1%

The results go on:
SMILES	USP1-UAF1 inh	TrxR1 substrate	D2 ag	IDH1 R132H inh	TRHR enhancer	TRHR ag	D2 antag	rTrxR1 inhibitor	Pin1 inh
COc1ccc(S(=O)(=O)N2CCCOC2CNC(=O)C(=O)NCCCN2CCOCC2)cc1 (stereo not given)	2.4%	-11.5%	1.4	3.6%	-3.8	-0.1	8.3	-12.4%	-11.6%
COc1ccc(Cl)cc1NC(=O)CN(C)C(=O)c1cc(-c2ccncc2)nc2ccccc12	-22.3%	-9.4%	-1.0	9.3%	-4.9	0.3	-5.3	3.9%	?
CCCC1(c2ccccc2)NC(=O)N(CC(=O)Nc2cc(OC)cc(OC)c2)C1=O (stereo not given)	-18.3%	-7.3%	2.7	10.1%	-2.5	2.2	-7.8	5.8%	?
O=C(CSC1=NCCS1)NCc1ccco1	-14.3%	2.9%[57.1 µM]	-0.1	-1.5%	14.6	0.2	7.5	27.1%[57.1 µM]	1.9%
Cc1ccc(N2C(=O)C(O)(C(F)(F)F)C3=C2CC(C)(C)CC3=O)cc1 (stereo not given)	-10.7%	-22.0%[57.1 µM]	nt	3.0%	-16.6	-0.4	nt	5.0%[57.1 µM]	-4.8%
Cc1cc(C)n2nc(SCC(=O)N3CCCCC3C)nc2n1 (stereo not given)	-15.1%	8.9%	nt	4.3%	nt	nt	nt	15.1%	-2.8%
COc1cc(NC(=O)CN(C)S(=O)(=O)c2ccc3c(c2)CC(C)N3C(C)=O)cc(OC)c1 (stereo not given)	-16.5%	3.3%	-0.6	-6.1%	2.6	-0.2	-19.1	22.6%	-1.1%
Oc1[nH]c2ccc(Br)cc2c1N=NC(=S)NCC1CCCO1 (stereo not given)	-17.8%	-2.4%	2.1	4.9%	-2.7	0.1	-9.8	-8.4%	-1.0%
Cc1ccc(/C(N)=N/OC(=O)c2cc(-c3ccccc3)nc3ccccc23)cc1	-22.1%	-2.9%	0.2	2.5%	12.8	1.8	-4.2	11.3%	0.0%
CC(C)CCCNc1nc(N2CCOCC2)nc(N2CCOCC2)n1	-11.4%	0.7%	-2.4	4.8%	13.2	-0.5	5.7	6.7%	-0.1%
COc1ccc(NC(=O)CCS(=O)(=O)c2ccc3nc(C)sc3c2)cc1Cl	8.5%	-1.7%	-0.3	3.7%	-1.0	-0.1	nt	5.8%	10.5%
COc1ccc(C(=O)NCC(c2ccco2)S(=O)(=O)c2ccc(F)cc2)cc1 (stereo not given)	-12.3%	-0.5%[57.1 µM]	0.7	-9.1%	-2.2	0.1	nt	5.3%[57.1 µM]	-1.6%
Cc1nn(-c2ccccc2)c(C)c1/C=N/N1CCN(c2ccccc2)CC1	-16.2%	-1.5%	1.1	13.2%	13.8	-1.1	-6.1	12.9%	10.2%
Cc1cccc(N(Cc2ccccc2)C(=O)c2ccccc2S(C)(=O)=O)c1	-15.3%	-8.8%	0.4	20.3%	27.7	1.9	23.7	4.9%	6.8%
CCCNC(=O)CN1CCN(c2ccc(NC(=O)c3ccc(OC)cc3)cc2C(=O)O)CC1	-24.3%	6.9%[57.1 µM]	0.0	0.0%	3.7	0.0	nt	25.8%[57.1 µM]	8.0%
CCNC(=O)NC(=O)COC(=O)CCCSc1nc2ccccc2s1	-20.9%	-4.6%	-0.7	3.6%	-2.2	0.0	4.3	2.0%	-5.2%
CCCCn1nnnc1SCC(=O)c1cc(Cl)ccc1OC	-11.3%	-8.8%	2.5	2.9%	-0.8	0.3	12.4	-7.3%	?
c1ccc(Nc2nnc(-c3cccc4ccccc34)o2)cc1	-14.3%	8.4%	1.2	-5.5%	-5.8	1.7	13.5	25.0%[57.1 µM]	-1.9%
Cc1cccc(C)c1NC(=O)C(=O)NCc1ccccn1	-4.6%	-9.0%	-0.6	-1.6%	-2.9	-0.3	8.3	-1.4%	3.7%
CCC(=O)N1CCc2cc(CNS(=O)(=O)c3ccc(C(C)C)cc3)ccc21	-21.6%	1.9%	-1.2	-5.3%	5.6	-1.0	nt	14.2%	0.2%
CCC(C)(C(=O)NC1CCCC1)N(C(=O)CC1NC(=O)NC1=O)c1ccc(C)cc1 (stereo not given)	-20.5%	-4.4%	-0.3	4.0%	-1.2	-0.1	-9.9	-6.3%	?
COc1ccc(-c2nc(CN3CCC(C(=O)N4CCOCC4)CC3)c(C)o2)cc1OC	-18.4%	1.5%	1.1	2.3%	15.9	-0.3	-36.6	-4.8%	3.3%
Cc1ccc(C)c(C(=O)COC(=O)c2cc([N+](=O)[O-])ccc2NCCO)c1	-11.8%	-11.2%	1.3	6.1%	6.3	0.7	2.7	-7.1%	10.2%
COc1ccc(NC(=O)c2cccc3c(Br)cccc23)cc1	-18.4%	2.9%	-1.0	11.6%	-14.2	0.1	-19.0	20.4%	-2.0%
C=CCNC(=S)NC(=O)c1csc([N+](=O)[O-])c1	?	-0.8%[57.1 µM]	0.2	4.0%	-9.4	-0.6	-7.7	-16.2%[57.1 µM]	-0.2%
O=C(CN1CCOCC1)NCCNS(=O)(=O)c1ccccc1	-15.1%	-7.0%	0.5	7.1%	-5.6	0.7	1.3	-6.7%	-3.9%
CNC(=S)N1CCC(NC(=O)C(Cc2ccc(F)cc2)NC(C)=O)CC1 (stereo not given)	0.3%	-6.8%	7.8	0.0%	2.3	1.0	11.2	-7.0%	-4.5%
COc1ccc(CCN2CC(C(=O)NCC(=O)Nc3ccc(F)c(F)c3)CC2=O)cc1OC (stereo not given)	-1.9%	-3.3%	0.3	2.9%	3.7	-0.4	-15.5	-2.3%	4.3%
CCn1cc(S(=O)(=O)c2ccc(C)cc2C)c(=O)c2cc(F)c(N3CCCCC3)cc21	-17.9%	30.8%	-0.9	-9.7%	22.4	-0.7	nt	64.6%[activator]	0.2%
COc1cc(-c2noc(CN3CCN(c4cccc(Cl)c4)CC3)n2)cc(OC)c1OC	-14.8%	5.2%	-0.6	0.4%	9.8	-2.2	nt	16.4%	-2.3%
CCCCn1c(N)c(N(CC)C(=O)C2=NN(c3ccccc3)C(=O)CC2)c(=O)[nH]c1=O	0.4%	-2.4%	-0.2	0.4%	10.2	0.1	0.9	-2.0%	0.2%
O=C(NCCNC(=O)C1CC2CCC1C2)C1CC2CCC1C2 (stereo not given)	-12.7%	7.0%	-0.5	-2.3%	0.1	0.2	-18.0	18.7%	-4.3%

Results in Pin1 inh and D2 antag (4 entries from above):
SMILES	Pin1 inh	D2 antag
O=C(CN1CCOCC1)NCCNS(=O)(=O)c1ccccc1	-3.9%	1.3
CNC(=S)N1CCC(NC(=O)C(Cc2ccc(F)cc2)NC(C)=O)CC1 (stereo not given)	-4.5%	11.2
COc1ccc(CCN2CC(C(=O)NCC(=O)Nc3ccc(F)c(F)c3)CC2=O)cc1OC (stereo not given)	4.3%	-15.5
CCn1cc(S(=O)(=O)c2ccc(C)cc2C)c(=O)c2cc(F)c(N3CCCCC3)cc21	0.2%	nt
